Screening results (PubChem BioAssay)
BLM inh: blocks DNA unwinding by human BLM helicase; P54132; recombinant BLM DNA unwinding, fluorescence dequenching; Potency, µM (highest dose often 56.1 µM), for inactives: at the highest dose activity change, negative = inhibition, hits mostly inhibitors; 350,000 tested, 0.2% active;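 note: potency is the fitted concentration of half-maximal effect; plate controls were vehicle for no effect and no enzyme for full effect; nearly all actives have a fitted effect of over 35% in size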
POLK inh: inhibitors of human DNA polymerase kappa. purified Pol kappa, fluorescent DNA synthesis assay, 10 min. Potency, µM (titrated, usually from 107 µM), inactives show top-dose activity, negative = inhibition, most hits filed as inhibitors. 400,000 tested, 0.53% active. AID 588579; note: potency is the fitted concentration of half-maximal effect; % is set by controls: 0 for no effect and ±100 for the full control effect
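Enzyme at 10 nM met test compounds for 15 min at room temperature. Substrate addition (50 nM final) began the reaction, which was monitored by fluorescence at 0 and 10 min.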
Glioma ERSR ind: inducers of ER stress response in human glioma cells | U87-MG GRP78 promoter luciferase reporter, 16 h | Potency, µM, for inactives: at the top dose activation, actives largely listed as activators | 420,000 tested, 0.02% active; note: potency is the fitted concentration of half-maximal effect; series mostly up to about 76 µM; % of control where 0% means no effect; nearly all actives have a fitted effect of over 35% in size
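Stably transfected U87-MG human glioma cells carrying a GRP78-based luminescent sensor were seeded at 1000 cells/well, pin-dosed with compounds and incubated 16 h. Luciferase reagent was then added, and end-point luminescence was read after 10 min at room temperature.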
Pol beta inh: blocks human DNA polymerase beta activity; P06746; Pol beta primer extension/strand displacement, fluorescence kinetic; Potency, µM (top dose mostly 114 µM), inactives show at the top dose activity change, negative = inhibition, usual class: inhibitors; 340,000 tested, 1.3% active; AID 485314; note: potency is the fitted concentration of half-maximal effect; % is set by controls: 0 for no effect and ±100 for the full control effect
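Curves were derived by four-parameter Hill fits of normalized qHTS data. The kinetic fluorescent primer-extension read was taken at 0 and 10 min after 50 nM substrate, following a 15 min room-temperature preincubation of 10 nM enzyme with compounds.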
LDHA inh: LDHA (human) enzyme inhibition; activity change, % (values are at about 110 or 230 µM); purified LDHA, NADH/diaphorase-resazurin fluorescence; active compounds read low; P00338; 480,000 tested, 0.15% active; in the data active = activity change below about -30%; inconclusive = mostly about -25% to -30%;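 note: plate controls were DMSO wells for no effect and wells without enzyme for full effect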
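Enzyme activity of human lactate dehydrogenase 5 (2 nM; 0.06 mM NADH, 0.2 mM pyruvate, 5 min, RT) is measured via a resazurin/diaphorase fluorescence readout of residual NADH.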
APE1 inh: blocks human APE1 abasic DNA cleavage; recombinant APE1, TAMRA/BHQ-2 abasic DNA cleavage fluorescence; 350,000 tested, 0.35% active; Potency, µM (titrated, usually from 65.8 µM), without a hit: top-dose activity change, negative = inhibition, actives largely listed as inhibitors;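 note: potency is the fitted concentration of half-maximal effect; plate controls were vehicle for no effect and reference inhibitor for full effect; nearly all actives have a fitted effect of over 55% in size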
Target sequence (P27695 whole entry, looked up): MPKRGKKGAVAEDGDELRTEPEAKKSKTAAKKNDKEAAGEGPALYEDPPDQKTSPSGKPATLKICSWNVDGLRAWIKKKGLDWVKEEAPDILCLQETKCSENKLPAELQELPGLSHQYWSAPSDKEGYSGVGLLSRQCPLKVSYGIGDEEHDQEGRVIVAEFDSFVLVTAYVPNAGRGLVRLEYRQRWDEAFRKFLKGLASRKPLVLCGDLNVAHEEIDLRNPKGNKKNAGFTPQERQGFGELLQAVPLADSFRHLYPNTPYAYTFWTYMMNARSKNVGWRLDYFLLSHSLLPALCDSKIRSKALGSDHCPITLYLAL
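Incision of a quenched TAMRA/BHQ-2 THF abasic-site duplex (50 nM) by 0.75 nM APE1, after 15 min compound preincubation, measured as fluorescence increase over three 60 s reads. Values normalized to buffer, DMSO and NSC13755 control wells.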
Pol iota inh: inhibitors of human DNA polymerase iota. Q9UNA4. Pol iota fluorescent replication assay, 10 min. Potency, µM (highest dose often 115 µM), for the others: top-dose activity, negative = inhibition, hits mostly inhibitors. 390,000 tested, 1% active; note: potency is the fitted concentration of half-maximal effect
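Fluorescent replication assay read twice, at 0 min and 10 min after adding 50 nM (final) substrate. Enzyme (10 nM) and compounds were first incubated 15 min at room temperature; enzyme-free buffer wells were negative controls.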
Apoferritin bind: candidate novel general anesthetic via apoferritin binding; Potency, µM (highest dose often 77.5 µM), without a hit: top-dose activity change, negative = displacement, actives largely listed as inhibitors; 350,000 tested, 0.074% active; apoferritin/1-aminoanthracene competitive binding, fluorescence; P02791; note: potency is the fitted concentration of half-maximal effect; % is set by controls: 0 for no effect and ±100 for the full control effect; nearly all actives have a fitted effect of over 20% in size
Target sequence (P02791 2-175 limits assumed): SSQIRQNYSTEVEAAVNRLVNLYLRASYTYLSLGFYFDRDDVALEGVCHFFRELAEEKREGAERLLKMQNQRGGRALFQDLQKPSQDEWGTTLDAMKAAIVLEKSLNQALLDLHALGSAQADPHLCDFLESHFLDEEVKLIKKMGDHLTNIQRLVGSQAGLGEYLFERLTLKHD
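10 uM apoferritin + 50% sat. 1-AMA, PBS; cpd 10 min RT; Ex380/Em535 endpoint; normalized to free probe vs complex; 4-param Hill fit; propofol titration as pos. ctrl.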
Pol eta inh: blocks human DNA polymerase eta activity. Q9Y253. recombinant Pol eta, fluorescent DNA replication assay. Potency, µM (top dose mostly 114 µM), inactives show at the top dose activity change, negative = inhibition, hits mostly inhibitors. 390,000 tested, 1.2% active. AID 588591; note: potency is the fitted concentration of half-maximal effect; % is set by controls: 0 for no effect and ±100 for the full control effect
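Pol eta (10 nM) was preincubated with compounds for 15 min at room temperature, after which fluorescent replication substrate (50 nM final) was added to start the reaction. Fluorescence was read kinetically at 0 and 10 min.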
Active calls of the source: *; ? = inconclusive; nt = not tested or not shown; & = joins results of further samples; [ ] = remark or other dose. Unless noted, calls come from the whole dose curve; as a rule, active = well fitted curve in the direction sought with a large enough effect; inconclusive = small, poorly fitted or top-dose-only effect, or another doubt; inactive = no such curve, though single readings can be large; an effect the other way counts as inactive or inconclusive. Some of the compounds tested; the hit share may differ from the screen's.

Values run as follows: POLK inh, Apoferritin bind, LDHA inh, Pol eta inh, Pol beta inh, Pol iota inh, Glioma ERSR ind, BLM inh, APE1 inh
CCc1nnc(SCC(=O)Nc2ccccc2)nc1CC
→ 4%, -14%, 2, -14%, 2%, -5%, -3%, -4%, 0%
O=C(Nc1nnc(SCC(=O)N2CCCCC2)s1)c1cccs1
→ 4%, -16%, -9, -10%, 4%, 3%, 0%, -1%, 1%
Cc1ccc(-c2noc(CN(C(=O)C34CC5CC(CC(C5)C3)C4)C(C)C)n2)cc1
→ -3%, -6%, -3, -15%, 10%, -32%[58.9 µM], -6%, -1%, 0%
Cc1nc2c3ccccc3n(CCN3CCCCC3)c2s1
→ nt, -12%, nt, nt, 2%, nt, nt, -3%, -4%
FC(F)(F)c1ccccc1-c1nc(N2CCNCC2)c2ccccc2n1
→ ?, -3%, nt, nt, nt, nt, -4%, -10%, 3%
CCC(=O)c1ccc2c(c1)N(CCCN(C)C)c1ccccc1S2
→ 3%[60.1 µM], nt, -5, 0%[57.1 µM], -6%[57.1 µM], 2%[58.9 µM], -8%&-2%&-6%, 6%, 0%
C[C@@H]1C(c2ccc(F)cc2)=NN(c2ccc(Br)cc2)[C@H]1C(=O)N1CCOC1=O
→ ?, 419%[activator], -4, -22%, nt, -5%, 2%&-5%, -9%[75.6 µM], ?
COc1ccc(C(OCC2CO2)c2ccc(OC)cc2)cc1 (stereo not given)
→ nt, -2%, nt, nt, 18%, nt, nt, -2%, 10%
COc1cccc(/C=C/C(=O)N2CCN(c3ccccn3)CC2)c1
→ 1%, -12%, -6, 3%, 11%, 16%, 2%, -1%, -11%
COC(=O)c1nnn(CC(=O)Nc2cccc(Cl)c2C)c1C(=O)OC
→ -6%, -2%, -1, -19%, -1%, -3%, 6%, 2%, -6%
CCC(C(=O)c1ccc2ncccc2c1)c1ccccc1 (stereo not given)
→ 6%, 2%, -1, -10%, -2%, 26%, 2%, -1%, -5%
Cn1c(=O)n(C)c2cc(CNCc3ccccc3)ccc21
→ 7%, -1%, -3, -1%, 5%, 18%, -2%, 4%, nt
NC[C@](O)(CS(=O)(=O)O)c1ccc(Cl)cc1
→ -5%[19.4 µM], nt, nt, nt, nt, nt, 0%, 5%, 19%
CC(=O)N1c2ccc(S(=O)(=O)NCCC(=O)NCCc3ccc(Cl)cc3)cc2CC1C (stereo not given)
→ 3%, 9%, -2, -8%, -17%, -2%, -4%, -2%, -1%
Cc1cc(NS(=O)(=O)c2ccccc2)ccc1NS(=O)(=O)c1ccccc1
→ -10%, nt, -8, -13%, nt, 68%[activator], -5%, nt, nt
CSc1cccc(NS(=O)(=O)c2ccc3[nH]cc(C(=O)N4CCCCCC4)c(=O)c3c2)c1
→ -24%, -4%, -1, -15%, ?, -25%, 0%, -1%, nt
CN(C)c1ccc(NC2=C(Cl)C(=O)c3ccccc3C2=O)cc1
→ -13%, -14%, 44, -8%, -3%, ?, -14%, -19%, -3%
S=C(Nc1cccc(Br)c1)N1CCn2cccc2C1c1cccnc1 (stereo not given)
→ -5%, -14%, 0, -10%, 13%, 101%[activator], -2%, -12%, 3%
CCN(CC)S(=O)(=O)c1ccc(C(=O)NCCSc2c(-c3ccc(F)cc3)[nH]c3ccccc23)cc1
→ -21%, -8%, -8, -14%, -9%, 9%, 4%, -7%, nt
Cc1ccc(OCC(=O)N/N=C/c2cccnc2)cc1C
→ -3%, -8%, -8, -3%, -1%, 27%, -2%, 1%, 57%
Cc1cccc(/C=N/NC(=O)c2cccc(NC(=O)c3ccccc3)c2)n1
→ -1%, -16%, -2, -12%, 3%, ?, 0%, 3%, 48%[activator]
Cn1c(=O)c2c(nc(NCCCO)n2Cc2cccc(C(F)(F)F)c2)n(C)c1=O
→ 4%, -3%, -6, 5%, -12%, 0%, -3%, -1%, 8%
CCn1c(SCC(N)=O)nnc1-c1ccc2[nH]c(C)c(C)c2c1
→ -14%, -11%, -2, -8%, 9%, 39%[activator], -5%, -5%, -2%
CN(CCCN1CCOCC1)C(=O)c1cc(COc2c(F)cccc2F)on1
→ 0%, -7%, 1, -10%, 9%, 15%, -3%, -3%, 54%[activator]
Cc1ccc(Cn2cccc2C2=NC(C)CO2)cc1 (stereo not given)
→ 2%, ?, -1, -17%, -2%, 19%, -1%, -3%, 1%
COc1ccc(C2=NC(C)(C)N(CC(=O)Nc3cc(OC)cc(OC)c3)C2=O)cc1
→ -3%, ?, -2, nt, -1%, 23%, nt, -2%, nt
Cc1cccc(OCC(=O)Nc2ccccc2N2CCCCC2)c1
→ -5%, -9%, 0, -23%, -19%, 0%, -1%, -8%, -2%
COc1ccccc1CNC(=O)COC(=O)c1ccco1
→ -21%, nt, -13, -10%, nt, -18%, 2%, nt, 18%
O=C1C(Cl)=C(Nc2ccccc2)C(=O)c2ccccc21
→ 10%, -10%, 19, -14%, 0%, 36%[activator], -11%, -14%, -6%
COCCNC(=O)CN(C(=O)CCC(=O)Nc1ccccn1)c1ccccc1OC
→ 4%, 0%, -5, -9%, ?, 17%, -4%, 2%, 2%
CC(C)C(=O)Nc1cccc(S(=O)(=O)c2cccc(NC(=O)C(C)C)c2)c1
→ -15%, 0%, 0, -6%, 4%, -6%, -3%, -1%, 2%
COc1ccc(NC(=O)Cn2cnc3ccc(S(=O)(=O)N4CCC(C)CC4)cc3c2=O)c(OC)c1
→ -2%, -16%, 0, -17%, 0%, -11%, 3%, 1%, nt
COc1ccc(N2C(=O)N3[C@H](c4ccc(Br)cc4)[C@@H]4C(=O)N(C(C)(C)C)C(=O)[C@@H]4[C@]3(Cc3ccccc3)C2=O)cc1
→ -21%, 4%, -3, -12%, 49%, -12%, -1%, -6%, -9%
Cc1ccc(S(=O)(=O)N2CCN(C(=O)c3ccc4nc[nH]c4c3)CC2)cc1
→ -11%, nt, 3, ?, nt, ?, -3%, nt, -26%
CCOC(=O)Nc1ccc2c(c1)N(C(=O)CCN1CCN(CCO)CC1)c1ccccc1S2
→ -8%, nt, -5, -16%, nt, 1%, -2%, nt, nt
COc1ccccc1N1CCN(C(=O)CCn2c(=O)[nH]c3ccccc3c2=O)CC1
→ -10%, -5%, -1, -10%, 11%, 11%, -2%, -1%, 0%
O=C(c1ccc(C(=O)N2CCN(c3ccccc3F)CC2)nc1)N1CCN(c2ccccc2F)CC1
→ -7%, -9%, -1, -12%, 20%, -19%, -3%, -3%, -1%
O=C(NCCSc1c[nH]c2ccccc12)c1ccccc1Cl
→ -5%, 4%, -2, -4%, 5%, -4%, 0%, -5%, nt
CC(=O)C1=C(c2ccc(Cl)c(Cl)c2)N(C(C)=O)n2cnnc2S1
→ -3%[60.1 µM], -3%, -25, -21%, ?, ?, 2%, -12%, nt
COc1ccc(CCNC(=O)c2cc(=O)[nH]c3ccc(Br)cc23)cc1OC
→ -6%, 13%, -13, -25%, 13%, 13%, -1%, 6%, 2%
COc1ccc(NC(=O)Nc2ccon2)c(OC)c1
→ 7%[60.1 µM], -3%, -6, 0%, ?, 12%, 4%, -3%, -1%
CC1=NOC(=O)/C1=C\c1ccc(-c2ccccc2Br)o1
→ ?, ?, -2, 20µM*, 22µM*, ?, -15%, -21%, -7%
Cc1nn(C)c(C)c1C1C(C#N)=C(N)OC2=C1C(=O)CCC2 (stereo not given)
→ -1%, -1%, 6, -1%, 12%, 14%, -1%, -3%, 3%
COc1ccc(NC(=O)c2ccc(NC3=NC4CS(=O)(=O)CC4S3)cc2)cc1 (stereo not given)
→ 6%, -10%, -5, -4%, 19%, 25%, -3%, -1%, 1%
O=C(NCCc1ccc(Cl)cc1)C(=O)Nc1cc2c3c(c1)CC(=O)N3CCC2
→ 4%, nt, 1, -2%, nt, 20%, -5%, nt, 15%
Cn1c(OCc2ccc3c(c2)OCO3)nc2c1c(=O)n(Cc1ccc(Cl)c(Cl)c1)c(=O)n2C
→ -10%, -18%, 0, -8%, 0%, 4%, -5%, -4%, -7%
COc1cccc(CN2CCNC(=O)C2CC(=O)N(C)CC2CCOCC2)c1 (stereo not given)
→ -2%, -6%, 1, -20%, 8%, 22%, -4%, -2%, 7%
COC(=O)CSc1nc(N2CCCCC2)c2c(c1C#N)CCCC2
→ -6%, 13%, -2&-4, -8%, 0%, -3%, -6%, -9%, -5%
COc1cccc(NC2=NC3(CCCCC3)N=C(N)N2)c1
→ -7%, 38%[activator], -1, -3%, 16%, 13%, -3%, -11%, -1%
COc1ccccc1NS(=O)(=O)c1cccc(C(=O)N/N=C/c2ccccc2OCC(=O)O)c1
→ 2%, -9%, -2, -15%, -24%, 34%[activator], -3%, -2%, 2%
Cc1cccc(NC(=S)N(CCc2nc3cc(C)c(C)cc3[nH]2)Cc2cccnc2)c1
→ 3%, -9%, -5, 2%, 2%, 30%[activator], -5%, 1%, -1%
Cc1ccc(N(C)S(=O)(=O)c2ccc3[nH]c(=O)ccc3c2)cc1
→ 2%, -6%, -3, 4%, 29%, 4%, -1%, -10%, nt
Cc1cccc(-c2nnc(SCC(=O)Nc3cc(C)on3)n2C)c1
→ -3%, -2%, -12&-8, 3%, 46%, 46%[activator], -3%, -2%, -4%
CCc1ccccc1NC(=O)CCS(=O)(=O)c1ccc2c(c1)CCCN2C(C)=O
→ 0%, 1%, 0, -19%, -3%, -24%, 4%, 1%, -6%
Cc1ccc(-c2cc(C(F)F)nc3sc4c(=O)[nH]cnc4c23)cc1
→ 5%, nt, -10, -6%, nt, 16%, 1%, nt, -11%
CCOP(=O)(OCC)C(NC(=O)Nc1ccc(Cl)cc1)C(N)=O (stereo not given)
→ -13%, -1%, -4, -25%, 1%, -15%, 1%, 5%, -1%
